# GCN5L2 inh: blocks human GCN5L2 histone acetyltransferase; Q92830; GCN5L2 HAT assay, ThioGlo1 CoA-SH fluorescence; Potency, µM (titrated, usually from 58.9 µM), for the others: at the highest dose activity change, negative = inhibition, most hits filed as inhibitors; 390,000 compounds, 0.21% hits; AID 504327
# Target sequence (Q92830 whole entry, looked up): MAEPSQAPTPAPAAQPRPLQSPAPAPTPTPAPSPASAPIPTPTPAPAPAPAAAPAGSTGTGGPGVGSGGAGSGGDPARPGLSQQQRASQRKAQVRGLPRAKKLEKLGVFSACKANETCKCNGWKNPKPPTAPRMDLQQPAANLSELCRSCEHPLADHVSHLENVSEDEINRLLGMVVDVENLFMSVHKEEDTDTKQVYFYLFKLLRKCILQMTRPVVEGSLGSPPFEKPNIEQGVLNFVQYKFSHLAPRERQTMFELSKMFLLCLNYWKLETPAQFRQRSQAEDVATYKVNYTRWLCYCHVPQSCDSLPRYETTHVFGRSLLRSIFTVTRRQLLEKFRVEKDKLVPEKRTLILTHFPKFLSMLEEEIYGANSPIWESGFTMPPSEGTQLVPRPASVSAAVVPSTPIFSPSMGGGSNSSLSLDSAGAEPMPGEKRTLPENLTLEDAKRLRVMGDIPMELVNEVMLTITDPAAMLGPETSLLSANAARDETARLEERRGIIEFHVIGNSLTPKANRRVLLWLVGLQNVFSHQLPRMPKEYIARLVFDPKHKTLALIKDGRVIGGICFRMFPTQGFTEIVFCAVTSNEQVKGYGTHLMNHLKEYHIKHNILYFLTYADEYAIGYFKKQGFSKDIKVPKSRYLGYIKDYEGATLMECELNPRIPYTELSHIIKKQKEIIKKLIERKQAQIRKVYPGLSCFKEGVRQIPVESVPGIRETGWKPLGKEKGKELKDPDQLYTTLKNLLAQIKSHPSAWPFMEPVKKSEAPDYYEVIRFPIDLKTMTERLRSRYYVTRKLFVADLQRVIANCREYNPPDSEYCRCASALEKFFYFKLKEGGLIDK
#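 Titration-based screen in which CoA formation is detected via maleimide probe ThioGlo1 (50uM) turning fluorescent on thiol reaction; substrates H3(1-25) 75uM and acetyl-CoA 70uM, GCN5L2 20nM, 20 min incubation at room temperature.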
# TDP1 cell CPT: DT40-hTDP1 cell growth loss with CPT. chicken DT40 Tdp1-/-;hTDP1 cells + 20 nM CPT, ATP luminescence, 48 h. AID 686979. 420,000 compounds, 12% hits. Potency, µM (top dose mostly 46.2 µM), for the others: at the highest dose activity change, negative = growth inhibition, hits mostly inhibitors; note: nearly all actives have a fitted effect of over 55% in size
#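 Chicken DT40 Tdp1-/- cells stably complemented with human TDP1 were seeded at 400 cells/well in medium containing 20 nM camptothecin, exposed to pin-transferred compounds, and grown at 37 °C for at least 48 hr. Viability was read as ATP luminescence.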
# TDP1 cell noCPT: qHTS for Inhibitors of human tyrosyl-DNA phosphodiesterase 1 (TDP1): qHTS in cells in absence of CPT. Potency, µM (series often up to 46.2 µM), for inactives: at the top dose activity change, negative = growth inhibition, most hits filed as inhibitors. AID 686978, 2013. 420,000 compounds, 15% hits. DT40 Tdp1-/- hTDP1 cells, no CPT, ATP luminescence, 48 h; note: nearly all actives have a fitted effect of over 55% in size
#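 Camptothecin absent (DMSO only). Human TDP1-complemented DT40 knockout cells, 400 cells/well, 37 °C for minimum 48 hr; ATP measured via CellTiter-Glo, 30 min dark incubation, luminescence.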
# Active calls of the source: *; ? = inconclusive; . = not tested or not shown. Calls come from the whole dose curve; as a rule, active = well fitted curve in the direction sought with a large enough effect; inconclusive = small, poorly fitted or top-dose-only effect, or another doubt; inactive = no such curve, though single readings can be large; an effect the other way counts as inactive or inconclusive. % is set by controls: 0 for no effect and ±100 for the full control effect; potency is the fitted concentration of half-maximal effect.
SMILES,GCN5L2 inh,TDP1 cell CPT,TDP1 cell noCPT
CCc1ccc2c(c1)-c1ccccc1S(=O)(=O)N2CC(=O)N1CCC(C)CC1,-8%,16µM*,18µM*
COc1ccccc1NC(=O)c1cnc(SCC(=O)N2CCOCC2)n(C)c1=O,-8%,?,?
CCOC(=O)Cc1nnc(NC(=O)CSc2nncn2C)s1,-4%,-2%,-8%
CNc1nc(-c2ccc3c(c2)CCN3C(=O)c2ccc(F)cc2)cs1,-6%,?,?
O=C(CC1C(=O)NCCN1C1CCCC1)NCc1cccc(OC(F)(F)F)c1 (stereo not given),-15%,-8%,-17%
O=[N+]([O-])c1cccc(S(=O)(=O)c2cccc([N+](=O)[O-])c2)c1,-5%,6%,4%
Cc1cc(NS(=O)(=O)c2ccc(NC(=O)CSc3nnc(-c4ccco4)n3Cc3ccco3)cc2)nc(C)n1,5%,-1%,-4%
O=C(CSc1ccc(Cl)cc1)NNC(=O)c1ccncc1,-4%,-15%,5%
CC(=O)Nc1ccccc1OC(C)C(=O)NC(C)c1ccc(F)cc1 (stereo not given),1%,9%,?
Cc1ccc(C)n1NC(=O)c1ccccc1O,-4%,?,-25%
Cc1cccc(CN2C(=O)c3ccccc3Sc3ccc(C(=O)NCc4cccs4)cc32)c1,-24%,-18%,-26%
C=C(C)CSc1nc(C)c(Cc2ccccc2)c(=O)[nH]1,-3%,-18%,-20%
O=C(NCCCSc1ccccc1)c1cc(Cl)ccc1O,-4%,?,?
Cc1ccc(-n2c(-c3ccncc3)nnc2-c2cccs2)cc1,.,-22%,-20%
Cc1cccc(-n2nc3c(c2NC(=O)C2CC2)CS(=O)(=O)C3)c1C,-6%,2%,0%
O=c1oc2ccccc2c2[nH]ccc12,0%,28%,-28%
CCCC(=O)Nc1cc(C)cn(Cc2c(F)cccc2Cl)c1=O,-5%,-6%,-8%
C=CCSc1n[nH]c(=O)n1-c1cccc(C(F)(F)F)c1,-1%,9%,-15%
O=C(/C=C/c1ccc(O)c(O)c1)OC1C(O)CC(OC(=O)/C=C/c2ccc(O)c(O)c2)(C(=O)O)CC1O (stereo not given),1%,13%,12%
Nc1nc(NCc2ccc(Cl)cc2)nc(NCCO)c1[N+](=O)[O-],0%,-5%,?
COC(=O)c1ccc(CSc2nc(N)cc(N)n2)cc1,3%,3%,-12%
Cc1cc(/C=C2/C(=O)N(C)C(=S)N2C)ccc1N1CCCC1,-8%,?,?
COc1ccccc1C1CC(c2cccc(NS(C)(=O)=O)c2)=NN1S(=O)(=O)c1ccccc1 (stereo not given),-5%,-5%,-1%
O=C(CCc1nc2cccnc2n1Cc1cccs1)Nc1cccc(C(F)(F)F)c1,-5%,16µM*,10µM*
O=C(C1CC1)N1N=C(c2ccccc2)CC1(O)C(F)(F)F (stereo not given),-9%,-4%,10%

# The last 2 records of the section above lead into the next.
SMILES,GCN5L2 inh,TDP1 cell CPT,TDP1 cell noCPT
O=C(CCc1nc2cccnc2n1Cc1cccs1)Nc1cccc(C(F)(F)F)c1,-5%,16µM*,10µM*
O=C(C1CC1)N1N=C(c2ccccc2)CC1(O)C(F)(F)F (stereo not given),-9%,-4%,10%
CCn1c(N)c(Br)c(=O)[nH]c1=O,1%,-20%,0%
CCS(=O)(=O)NCCCc1ccccc1,-5%,21µM*,?
CN1C(=O)N(CC(=O)N2CCN(S(=O)(=O)/C=C/c3ccccc3)CC2)C(=O)C12CCCCC2,-6%,-29%,?
COCCN(CCOC)C(=O)CN1C(=O)NC(Cc2c[nH]c3ccccc23)C1=O (stereo not given),-1%,3%,-15%
Cc1ccc(S(=O)(=O)Nn2c(O)c(C=C3N=c4ccccc4=N3)sc2=S)cc1,-8%,?,-16%
Cc1cc(C)c(S(=O)(=O)N2CCCC(C(=O)NCCC3=CCCCC3)C2)c(C)c1 (stereo not given),-23%,?,21µM*
COc1ccc(OCc2cc(C(=O)NC(C)Cc3cnccn3)no2)c(Cl)c1 (stereo not given),-2%,?,-29%
CC(C)n1c(CN(C)c2ccccc2)nc2ccccc21,-10%,?,?
CCCN(CC(=O)Nc1ccccc1C)C(=O)CCNC(=O)c1ccccc1Cl,-8%,7%,3%
CCCCCCc1c(C)c2ccc(OCC(=O)N3CCC[C@H]3C(=O)O)c(C)c2oc1=O,-14%,-5%,-2%
CC(C)C1N=C2c3ccccc3N=C(SCC#N)N2C1=O (stereo not given),0%,-4%,-15%
Clc1cccc(-n2cc(-c3ccccc3)c3c(NC4CCCC4)ncnc32)c1,1%,?,?
Cc1nnc(SCC2=C(C(=O)O)N3C(=O)C(NC(=O)Cn4cnnn4)C3SC2)s1 (stereo not given),1%,8%,11%
O=C1c2ccccc2NC(c2ccc(Cl)cc2Cl)N1O (stereo not given),-5%,?,16µM*
CC(=O)c1ccccc1NC(=O)COC(=O)/C=C/c1ccc(OC(F)F)cc1,-4%,-4%,-11%
Cc1ccc(S(=O)(=O)NCc2ccc(C(=O)N3CCN(c4ccc([N+](=O)[O-])cc4)CC3)cc2)cc1,-21%,16µM*,9.2µM*
CC(=O)N1CCSc2ccc(S(=O)(=O)NCCc3ccc(Cl)cc3)cc21,?,16µM*,?
COc1cccc(NC(=O)CSc2nc3c(oc4ccccc43)c(=O)[nH]2)c1,2%,-15%,23µM*
CC1CCN(c2ccc(C(=O)N3CCOCC3)cc2[N+](=O)[O-])CC1,-17%,-29%,?
Cc1ccc(NC(=O)N2CC3CCCN3c3ccccc32)cc1C (stereo not given),0%,18µM*,23µM*
O=C(Nc1nnc(-c2ccco2)o1)c1ccc2ccccc2c1,-5%,?,21µM*
O=S(=O)(N/N=C\C=C\c1ccccc1)c1ccc(Br)cc1,-22%,-10%,-10%
Cc1cc(C(=O)OCC(=O)N2CCOCC2)ccc1[N+](=O)[O-],-1%,7%,-11%
COC(=O)c1c(NC(=O)CSc2ncnc3[nH]ncc23)sc2c1CCC2,-7%,?,?
CC(=O)Nc1ccc(NC(=O)C(C)OC(=O)CSCc2cccc(Cl)c2)cc1 (stereo not given),-2%,-25%,?

# Complete entries, looked up by structure. Values in the order: GCN5L2 inh	TDP1 cell CPT	TDP1 cell noCPT
# `CCn1c(N)c(Br)c(=O)[nH]c1=O` across the screens: 1%	-20%	0%
# `CCCCCCc1c(C)c2ccc(OCC(=O)N3CCC[C@H]3C(=O)O)c(C)c2oc1=O` across the screens: -14%	-5%	-2%
# `Cc1nnc(SCC2=C(C(=O)O)N3C(=O)C(NC(=O)Cn4cnnn4)C3SC2)s1` (stereo not given) across the screens: 1%	8%	11%
# `CCCN(CC(=O)Nc1ccccc1C)C(=O)CCNC(=O)c1ccccc1Cl` across the screens: -8%	7%	3%
# `CN1C(=O)N(CC(=O)N2CCN(S(=O)(=O)/C=C/c3ccccc3)CC2)C(=O)C12CCCCC2` across the screens: -6%	-29%	?

# As entered above.
# Under GCN5L2 inh, Clc1cccc(-n2cc(-c3ccccc3)c3c(NC4CCCC4)ncnc32)c1 has 1%
# Under GCN5L2 inh, CCS(=O)(=O)NCCCc1ccccc1 has -5%

# Remaining list, next part:
SMILES,GCN5L2 inh,TDP1 cell CPT,TDP1 cell noCPT
O=C(Nc1ccc(F)cc1)c1nc(S(=O)(=O)Cc2ccccc2)ncc1Cl,-3%,2.1µM*,1.6µM*
CCOc1cc(CNC(=O)c2ccc3c(c2)nc2n3CCCCC2)ccc1OC,-7%,-13%,-11%
CC(=O)Nc1c(Cl)cc(Cl)c2c1Cc1cc(Cl)ccc1-2,.,?,?
CC1(C)CC[C@]2(C(=O)O)CC[C@]3(C)C(=CCC4[C@@]5(C)CC[C@H](O)C(C)(C)[C@@H]5CC[C@]43C)C2C1 (stereo not given in full),.,-2%,-9%
CC(C)NC(=O)N1CC[C@@]2(CCCN(C(=O)Oc3ccccc3)C2)C1,6%,1%,-6%
Nc1c(N2CCCC2)c2ccccc2oc1=O,2%,0%,6%
COCCCn1c(-c2ccccc2)nc2ccccc2c1=O,-1%,?,?
C[C@H](CO)NC(=O)[C@H](C)[C@H]1C[C@]1(C)[C@H](NC(=O)OCc1ccccc1)c1ccccc1,-8%,?,?
Cc1ccc(CNC(=S)Nc2cc(C(=O)O)ccc2C)cc1,-2%,5%,-30%
CC(C)CC(=O)NC(=S)NNC(=O)c1ccc([N+](=O)[O-])cc1,-5%,18µM*,15µM*
COc1cccc(C(=O)Oc2ccc(/C=N/Nc3ccc(C(=O)O)cc3)cc2OC)c1,-9%,?,29µM*
CCn1c(O)c(N=Nc2ccc(Cl)c(C(=O)O)c2)c2ccccc21,0%,?,?
CSc1nnc(C)c(=O)n1COC(=O)c1ccc(S(=O)(=O)N2CCCC2)cc1,-10%,?,?
Cc1cccc(CNc2ccnc(-c3ccccc3C(F)(F)F)n2)c1,-13%,18µM*,?
CC1(C)CC(=O)C(C(c2ccc3c(c2)OCO3)C2C(=O)CC(C)(C)CC2=O)C(=O)C1,.,-19%,-12%
COc1ccc(-c2csc(NC3CCCCC3)n2)c(OC)c1,-4%,-3%,?
CC[C@@H](C)[C@@H]1CN([C@@H](CN2CCC[C@H]2CN2C(N)=NC[C@@H]2Cc2ccccc2)C(C)C)C(=N)N1CCCC1CCCC1,0%,?,?
CC1=NN(C(N)=S)C(=O)C1N=Nc1ccccc1C(=O)O (stereo not given),3%,-5%,-12%
CCN(CC)CCCNC(=O)C(C)n1c2ccccc2c2nc(=O)cc(C)n21 (stereo not given),-5%,3%,21%
CC(C)CNC(=O)COC(=O)/C=C/c1ccco1,-3%,2%,-4%
C/C(=N/NS(=O)(=O)c1ccc(C)cc1)c1ccc2c(c1)OCO2,-29%,-3%,18%
CCCSc1nc2ccccc2n1CC(=O)O,0%,8%,-1%
O=C(NCC1CCCO1)c1ccc2c(c1)N(Cc1ccc(F)cc1)CCS2 (stereo not given),-19%,?,?
O=C1c2ccccc2C(=O)N1CC1c2ccccc2CCN1C(=O)N1CCOCC1 (stereo not given),-2%,-11%,-26%
CN1CCN(S(=O)(=O)c2cccc(C(=O)Nc3sccc3C(N)=O)c2)CC1,-4%,-4%,-5%

# Structural class, the compounds so far with a furan ring, fused or not
SMILES,GCN5L2 inh,TDP1 cell CPT,TDP1 cell noCPT
Cc1cc(NS(=O)(=O)c2ccc(NC(=O)CSc3nnc(-c4ccco4)n3Cc3ccco3)cc2)nc(C)n1,5%,-1%,-4%
COc1cccc(NC(=O)CSc2nc3c(oc4ccccc43)c(=O)[nH]2)c1,2%,-15%,23µM*
O=C(Nc1nnc(-c2ccco2)o1)c1ccc2ccccc2c1,-5%,?,21µM*
CC(C)CNC(=O)COC(=O)/C=C/c1ccco1,-3%,2%,-4%

# Other entries follow.
SMILES,GCN5L2 inh,TDP1 cell CPT,TDP1 cell noCPT
Cc1ccc(C(=O)NNC(=O)C(C)Sc2nc(N)cc(N)n2)cc1 (stereo not given),-3%,-11%,-8%
CC(=O)OC(C(=O)N1CCOCC1)c1c(F)cccc1F (stereo not given),11%,10%,1%
C[C@@H]1CN([C@H](C)CO)C(=O)CCCn2nncc2CO[C@@H]1CN(C)C(=O)NC1CCCCC1,.,-2%,0%
Cc1nn(Cc2ccc(F)cc2)c(C)c1NC(=O)c1cc(CC(C)C)on1,2%,21µM*,21µM*
COc1ccc(-c2nc3cc(C)c(Br)c(C)n3c2Cc2ccccc2)cc1OC,.,?,?
CCCc1cc(=O)[nH]c(SCC(=O)N(CC)c2c(N)n(Cc3ccccc3)c(=O)[nH]c2=O)n1,3%,-9%,2%
O=C(CCc1ccccc1)Nc1nc2nc(-c3ccccc3)cc(=O)n2[nH]1,-7%,18%,5%
Nn1c(C2CCCCC2)nc2ccccc2c1=O,-8%,?,?
COc1ccccc1N1CCN(C(=O)c2sc3nc(-c4ccccc4)cn3c2C)CC1,-19%,16µM*,18µM*
CCNS(=O)(=O)c1ccc2nc(NC(=O)/C=C/c3cc(OC)c(OC)c(OC)c3)sc2c1,-2%,-10%,?
COc1ccccc1C(C)NC(=O)c1ccc(NC(=O)CC2SC(N3CCCC3)=NC2=O)cc1 (stereo not given),?,5%,12%
O=C1CCC(C(=O)OCC(=O)Nc2ccc(OC(F)F)cc2)=NN1,.,4%,3%
COCc1cc(C)nc2sc(C(=O)Nc3nccs3)c(N)c12,?,?,?
COc1ccc(C2=NNC(c3cccnc3)=Nc3ccc(OC)cc32)cc1,-14%,?,?
COc1ccc(CN2CCC2(C)C(=O)NCCc2c[nH]c3ccccc23)c2ccccc12 (stereo not given),.,?,?
Cc1cccc(Nc2c(-c3cccs3)nc3nc(C)cc(C)n23)c1,-9%,26µM*,?
O=C(Nc1ccc(Cl)c(Cl)c1)Nc1ccccc1O,-9%,?,?
Cc1c(NC(=O)Nc2ccc(Cl)c(Cl)c2)sc2nc3n(c(=O)c12)CCC(C)CC3 (stereo not given),-9%,5.2µM*,8.2µM*
O=C(CBr)Nc1c2c(nn1-c1ccccc1)CSC2,-1%,-3%,-20%
CCOc1ccc(-n2nc(CO)c(C(=O)NCc3cccnc3)n2)cc1,-7%,?,?
O=C(NCc1ccc(Cl)cc1)C1CCN(C(=O)Cc2ccccc2)CC1,-5%,-8%,-4%

# Screens (PubChem)
